Source: PubChem
DT40 TDP1 no CPT – qHTS for Inhibitors of human tyrosyl-DNA phosphodiesterase 1 (TDP1): qHTS in cells in absence of CPT. DT40 Tdp1-/- hTDP1 cells, no CPT, ATP luminescence, 48 h. Potency, µM (doses to about 46.2 µM), inactives show at the top dose activity change, negative = growth inhibition, usual class: inhibitors. 420,000 tested, 15% active. AID 686978, 2013; further: nearly all actives have a fitted effect of over 55% in size
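Chicken DT40 Tdp1-/- cells stably complemented with human TDP1 were seeded at 400 cells/well with DMSO in place of 20 nM camptothecin. After compound pinning, cells grew at least 48 hr at 37 °C; viability read by CellTiter-Glo luminescence.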
DT40 TDP1 CPT – qHTS for Inhibitors of human tyrosyl-DNA phosphodiesterase 1 (TDP1): qHTS in cells in presence of CPT; 420,000 tested, 12% active; chicken DT40 Tdp1-/-;hTDP1 cells + 20 nM CPT, ATP luminescence, 48 h; Potency, µM (series often up to 46.2 µM), without a hit: at the highest dose activity change, negative = growth inhibition, hits mostly inhibitors; AID 686979, 2013; further: nearly all actives have a fitted effect of over 55% in size
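Chicken DT40 Tdp1-/- cells stably complemented with human TDP1 were seeded at 400 cells/well in medium containing 20 nM camptothecin, exposed to pin-transferred compounds, and grown at 37 °C for at least 48 hr. Viability was read as ATP luminescence.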
TDP1 block – qHTS Assay for Inhibitors of Tyrosyl-DNA Phosphodiesterase (TDP1); recombinant TDP1, AlphaScreen DNA substrate cleavage; Potency, µM (titrated, usually from 130 µM), inactives show at the highest dose activity change, negative = inhibition, hits mostly inhibitors; 350,000 tested, 0.28% active; AID 485290, 2010; further: nearly all actives have a fitted effect of over 40% in size
Target sequence (Q9NUW8 whole entry, looked up): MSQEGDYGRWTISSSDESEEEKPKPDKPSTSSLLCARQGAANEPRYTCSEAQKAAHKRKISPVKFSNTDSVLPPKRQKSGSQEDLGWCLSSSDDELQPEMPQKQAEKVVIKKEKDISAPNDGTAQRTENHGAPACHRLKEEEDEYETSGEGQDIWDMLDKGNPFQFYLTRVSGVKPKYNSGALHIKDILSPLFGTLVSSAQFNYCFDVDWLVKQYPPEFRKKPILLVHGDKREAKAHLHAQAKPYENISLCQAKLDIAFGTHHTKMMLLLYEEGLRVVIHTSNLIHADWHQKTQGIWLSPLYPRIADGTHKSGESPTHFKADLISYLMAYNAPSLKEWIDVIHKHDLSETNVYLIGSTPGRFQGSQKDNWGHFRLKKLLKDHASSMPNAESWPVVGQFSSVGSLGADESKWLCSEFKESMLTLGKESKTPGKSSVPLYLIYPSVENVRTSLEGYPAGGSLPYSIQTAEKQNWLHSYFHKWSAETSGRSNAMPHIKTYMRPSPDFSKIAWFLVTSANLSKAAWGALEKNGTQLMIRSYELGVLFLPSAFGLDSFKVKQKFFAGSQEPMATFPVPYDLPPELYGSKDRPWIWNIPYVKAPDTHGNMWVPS
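Steps: enzyme plus compound, 15 min RT; add biotin/phosphotyrosine-FITC oligonucleotide (15 nM final), react 5 min; add donor/acceptor beads (10 ug/ml final), 10 min; read AlphaScreen. Tdp1 at 1 nM final.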
The depositor's hits bear a star; u = inconclusive; x = no result given; [ ] = another dose, or the depositor's remark. The call rests on the fitted dose curve; in most records, active means well fitted curve in the direction sought with a large enough effect; inconclusive means small, poorly fitted or top-dose-only effect, or another doubt; inactive means no such curve, though single readings can be large; an effect the other way counts as inactive or inconclusive. On the % scale 0 is the no-effect control and ±100 the full control effect; potency means the concentration at half of the fitted maximal effect.

SMILES | DT40 TDP1 no CPT | DT40 TDP1 CPT | TDP1 block
COc1ccccc1CN(C)C(=O)c1cccc(S(=O)(=O)N2CCc3ccccc3C2)c1 | 16µM* | u | 0%
CC1(C)Cc2c(c(-c3ccccc3)nc(N3CCOCC3)c2C(N)=O)CO1 | -3% | 14% | 0%
COc1ccc(NC(=S)Nc2ccc(Oc3ccccc3)cc2)cc1 | u | 23µM* | 7%
COc1ccc(-n2nc(C(=O)NCc3ccco3)c3c4ccccc4n(C)c3c2=O)cc1 | -29% | -21% | -5%
COc1ccc(CNC(=O)C2CCCN(C(=O)N3CCOc4ccccc43)C2)cc1 (centres undefined) | u | u | 3%
CN(C)/C=C(\C=O)c1c(Cl)cccc1Cl | -1% | 1% | 3%
Cc1ccc(NC(=O)/C=C/c2ccco2)cc1S(=O)(=O)N1CCCCCC1 | 9.2µM* | 21µM* | x
CCCSCCCNC(=O)CN1C(=O)COc2ccc(S(=O)(=O)N3CCCCCC3)cc21 | u | u | 1%
O=C(N/N=C/c1cc(Cl)cc([N+](=O)[O-])c1O)c1ccccc1NS(=O)(=O)c1cccs1 | -5% | 5% | 10%
O=C(CSc1nnc(-c2ccncc2)o1)c1ccc2c(c1)OCCO2 | -21% | -12% | 2%
CC(=O)Nc1ccccc1-c1nc2ccccc2n(CC(=O)Nc2ccc(C)c(Cl)c2)c1=O | -3% | -8% | 3%
Cn1c(SCC(=O)c2ccccc2)ncc(C(=O)Nc2ccc(F)cc2)c1=O | -26% | -23% | x
O=C(Nc1ccc(Cl)cc1)OCc1cn(-c2ccccc2)nn1 | 5% | 8% | -6%
O=C(N/N=C1\CC(c2ccccc2)Oc2ccccc21)c1ccc(O)cc1 (centres undefined) | u | u | -3%
Cc1ccc2c(CC(=O)OC(C)C(=O)Nc3ncc(Cl)cc3Cl)coc2c1 (centres undefined) | -15% | -4% | -11%
O=c1c(Br)c(Br)cnn1-c1ccccc1 | 3.7µM* | 4.1µM* | -5%
CCC(=O)Nc1ccc2c(c1)OC[C@@H](C)N(C(=O)c1ccccn1)C[C@@H](C)[C@@H](OC)CN(C)C2=O | 4% | 0% | x
CCOC(=O)c1[nH]c2ccc(Cl)cc2c1NC(=O)/C=C/c1ccc2c(c1)OCO2 | u | u | 0%
O=C(O)c1cc(-c2ccc3ccccc3c2)nc2ccc(F)cc12 | -4% | -7% | x
CC(C)(C)N(Cc1ccccc1)C(=O)COC(=O)CNS(=O)(=O)c1ccc2ccccc2c1 | -19% | -14% | 0%
COc1ccccc1CNc1cc(-c2ccoc2)ncn1 | -19% | 4% | x
Fc1ccc(COc2ccc(-c3nnco3)cc2)cc1 | -10% | -5% | -1%
CCCNC(=O)CCc1c(C)nc2nc(CNC(=O)c3ccccc3)nn2c1C | -4% | 14% | 3%
CCc1ccc(NS(=O)(=O)c2cc(Br)cc3c2N(C(C)=O)CC3)cc1 | -13% | -1% | 3%
CC1CCN(S(=O)(=O)c2ccc3c(c2)N(CC(=O)NCCCN(Cc2ccccc2)C(C)C)C(=O)CO3)CC1 | u | u | -1%

Fetched by structure from the entries so far:
SMILES | DT40 TDP1 no CPT | DT40 TDP1 CPT | TDP1 block
COc1ccc(NC(=S)Nc2ccc(Oc3ccccc3)cc2)cc1 | u | 23µM* | 7%
CCOC(=O)c1[nH]c2ccc(Cl)cc2c1NC(=O)/C=C/c1ccc2c(c1)OCO2 | u | u | 0%
O=C(Nc1ccc(Cl)cc1)OCc1cn(-c2ccccc2)nn1 | 5% | 8% | -6%
CCc1ccc(NS(=O)(=O)c2cc(Br)cc3c2N(C(C)=O)CC3)cc1 | -13% | -1% | 3%
CC(=O)Nc1ccccc1-c1nc2ccccc2n(CC(=O)Nc2ccc(C)c(Cl)c2)c1=O | -3% | -8% | 3%
Cc1ccc2c(CC(=O)OC(C)C(=O)Nc3ncc(Cl)cc3Cl)coc2c1 (centres undefined) | -15% | -4% | -11%
O=c1c(Br)c(Br)cnn1-c1ccccc1 | 3.7µM* | 4.1µM* | -5%

Entries of single compounds as entered above. Values in the order: DT40 TDP1 no CPT	DT40 TDP1 CPT	TDP1 block
Shown for CC(C)(C)N(Cc1ccccc1)C(=O)COC(=O)CNS(=O)(=O)c1ccc2ccccc2c1 = -19%	-14%	0%
Shown for Cc1ccc2c(CC(=O)OC(C)C(=O)Nc3ncc(Cl)cc3Cl)coc2c1 (centres undefined) = -15%	-4%	-11%

Five compounds already listed, ordered by length of the SMILES, rising.
SMILES | DT40 TDP1 no CPT | DT40 TDP1 CPT | TDP1 block
CN(C)/C=C(\C=O)c1c(Cl)cccc1Cl | -1% | 1% | 3%
Fc1ccc(COc2ccc(-c3nnco3)cc2)cc1 | -10% | -5% | -1%
O=C(CSc1nnc(-c2ccncc2)o1)c1ccc2c(c1)OCCO2 | -21% | -12% | 2%
COc1ccc(CNC(=O)C2CCCN(C(=O)N3CCOc4ccccc43)C2)cc1 (centres undefined) | u | u | 3%
COc1ccccc1CN(C)C(=O)c1cccc(S(=O)(=O)N2CCc3ccccc3C2)c1 | 16µM* | u | 0%

(further entries)
SMILES | DT40 TDP1 no CPT | DT40 TDP1 CPT | TDP1 block
O=C(NCc1cnn(-c2ccccc2)c1)C1CCC(=O)N(C2CC2)C1 (centres undefined) | 2% | 4% | 2%
COc1cccc(-c2nn(-c3ccccc3)cc2C(=O)OCC(=O)Nc2ncc(Cl)cc2Cl)c1 | u | u | 0%
CC(=O)Nc1ccc(NC(=O)c2cc(-c3cccs3)on2)cc1 | u | u | -14%
COc1ccc(C(=O)Cn2c(N3CCCCC3)nc3c2c(=O)n(C)c(=O)n3C)cc1OC | 19% | -15% | x
CCOc1ccc(S(=O)(=O)N2CCOCC2)cc1NC(=O)C1=COCCO1 | 4% | 10% | -1%
COCCN1C(=O)N(c2cccc(OC)c2)C(=O)C1CC(=O)Nc1ccc(Cl)cc1 (centres undefined) | -5% | -1% | x
COc1ccc(CN(C)CC(=O)NC(=O)NCc2ccccc2)c(OC)c1 | u | u | -2%
Cc1ccc2c(n1)CC(C)(C)C/C2=N\O | -18% | u | 4%
COCCN(C(=O)CSc1nnc(-c2ccc(F)cc2)n1N)c1c(N)n(CC(C)C)c(=O)[nH]c1=O | -17% | -8% | x
O=C(O)C1CC=CCC1C(=O)Nc1cccc(C(=O)N2CCCCC2)c1 (centres undefined) | -3% | -4% | 9%
COCCn1c(=O)c(-c2ccccc2)nc2cnc(N3CCOCC3)nc21 | -7% | 2% | x
CC(C)C(=O)Nc1ncc2c(n1)CC(c1cccs1)CC2=O (centres undefined) | -10% | -16% | 2%[56.1 µM]
O=S(=O)(NCCC1=CCCCC1)c1c(Cl)cccc1Cl | -25% | u | x
CCN(Cc1ccncc1)Cc1cn[nH]c1-c1ccc(OC)cc1F | u | -26% | -3%
CC(=O)Nc1ccc(S(=O)(=O)NCc2nnnn2-c2ccc(F)cc2)cc1 | 3% | -8% | 1%[0.505 µM]
O=C1Nc2ccccc2N(C(=O)c2ccc(-c3ccccc3)cc2)C1c1nc2ccccc2[nH]1 (centres undefined) | 21µM* | u | x
Cc1cccc(C)c1NC(=O)CSc1ccc([N+](=O)[O-])cn1 | -3% | -6% | 3%
CC(C)(C)OC(=O)N1CCCN(C(=O)c2ccc(Cl)cc2)CC1 | -2% | -14% | x
c1ccc(-n2cnnc2SCc2cn3ccccc3n2)cc1 | 2% | -15% | -2%
CC(=O)Nc1ccc(S(=O)(=O)NCCC(=O)OC(C)C(=O)NC2(C#N)CCCCC2)cc1 (centres undefined) | -16% | 2% | -1%[56.1 µM]
COc1ccc([C@@H]2CC=C(C(=O)O)[C@H](c3cccc(Cl)c3)N2S(=O)(=O)c2ccccc2C)cc1 | -9% | -17% | 2%
CCCNC(=S)NCCN1CCCCC1 | -9% | -6% | 2%
CCCCCCN1C2=NCCCN2c2ccccc21 | 16µM* | 18µM* | -1%
COc1cccc(C(=O)Nc2ccccc2C(=O)OCc2cc(=O)n3c4c(sc3n2)CCCC4)c1 | 16µM* | u | -1%
CC(=O)c1cccc(NC(=O)N(c2ccccc2)c2ccccc2)c1 | -7% | 1% | x

The list goes on:
SMILES | DT40 TDP1 no CPT | DT40 TDP1 CPT | TDP1 block
CCC(Sc1nc2ccccc2s1)C(=O)Nc1nnc(C)s1 (centres undefined) | -17% | -19% | 3%
COc1ccc(C2=[N+]([O-])C(C)(C)N(O)C2C)cc1 (centres undefined) | 3% | -2% | -5%
C=C1CCN([C@@H](Cc2ccccc2)C(=O)N2CCOCC2)S(=O)(=O)c2ccccc21 | -13% | 3% | x
Cc1ccc(NC(=O)NC2C(NC(=O)Nc3ccc(C)cc3)N(C)C(=O)N2C)cc1 (centres undefined) | -11% | -12% | 2%
COc1ccc(Br)c(Cn2c(C)c(C(=O)NCc3cccc([N+](=O)[O-])c3)sc2=O)c1 | -89% | -20% | x
O=C(COC(=O)c1ccc(O)cc1)Nc1ccccc1 | -19% | -28% | x
CC[C@]12c3[nH]c4cc(CCC(=O)N(C)C)ccc4c3CCN1C(=O)[C@@H](CC(=O)NCc1ccc(OC)c(OC)c1)C[C@@H]2C(=O)N1CCN(C(=O)c2ccco2)CC1 | 2% | 0% | -3%[56.1 µM]
O=C(O)c1ccccc1C=NNc1ccc([N+](=O)[O-])cn1 | -7% | 7% | x
COc1ccccc1NC(=O)N1CCCC1C(=O)Nc1ccc2c(c1)OCO2 (centres undefined) | -11% | -8% | x
CCOC(=O)CSc1nnc(CNC(=O)c2cccs2)n1-c1cc(C)ccc1C | -16% | -12% | 1%
COc1ccc(CS(=O)/C(Cl)=C(/Cl)C(=O)Nc2ccc(OC)nc2)cc1 (centres undefined) | 0.13µM* | 0.018µM* | 5%
Oc1ccccc1N=Cc1sc2ccccc2c1Cl | 18µM* | u | 8%
Nc1nccc(-c2ccc(-n3cccc3)cc2)n1 | 12% | 1% | 6%
CS/C(N)=N/N=C/c1cc(Br)cc(Br)c1O | 16µM* | u | 6%
NC(=S)N/N=C/c1cn(-c2ccccc2)nc1-c1cccnc1 | 2.9µM* | 12µM* | 5%
COC(=O)N/N=C1/C/C(=N\NC(=O)OC)c2ccccc21 | -15% | u | 5%
O=C(O)c1sc2cc(C(F)(F)F)cnc2c1-c1cccs1 | 5% | 1% | 1%
O=C(COC(=O)COc1ccccc1)Nc1cccnc1Cl | -10% | -7% | -17%
COc1cc(/C=C/c2nc(C#N)c(N3CCN(C)CC3)o2)cc(OC)c1OC | 8.2µM* | 8.2µM* | 0%
CCOC(=O)C1CCN(C(C(=O)NC2CCCCC2)c2ccc(OC)cc2)CC1 (centres undefined) | u | u | 2%
COc1ccc(-n2nnnc2-c2ccc(S(C)(=O)=O)cc2Cl)cc1 | 5.2µM* | u | x
COc1cccc(-c2nc3c(c(SCC(=O)Nc4cccc(C)c4C)n2)Cc2c(CO)cnc(C)c2O3)c1 | -7% | -19% | 3%
CCOC(=O)c1c(N2C(=O)C=CC2=O)sc(C)c1C | 2.6µM* | 1.2µM* | 5%
COC(=O)c1c(C)sc(-c2c(-c3ccc(OC)c(F)c3)[nH]c3c2c(=O)n(C)c(=O)n3C)c1O | 6% | 8% | -7%
O=C(NCCS(=O)(=O)N1CCN(c2ccccc2)CC1)c1cccs1 | -10% | -3% | 9%
CCn1c(C)nc2cc(C(=O)NNS(=O)(=O)c3ccccc3F)ccc21 | 7% | -3% | 0%
Cc1ccc(S(=O)(=O)NCCc2ccncc2)cc1 | 1% | u | 7%
CCCN(CC(=O)Nc1ccccc1C)C(=O)c1cn2ccccc2n1 | -6% | -11% | 1%
